# High-throughput results from PubChem BioAssay.
# Neddylation inh = inhibitors of cullin neddylation, primary screen, biochemical, TR-FRET, uHTS, NAE and Ubc12 | calls only at 25 µM | NEDD8-conjugating enzyme Ubc12 (Homo sapiens) + NEDD8-activating enzyme E1 regulatory … | actives 0.58% (n = 360,000) | AID 651699, 2012; in the data active = inhibition above about 36%
# SUMO1-SIM PPI = modulators of SUMO1 protein-protein interactions, primary screen, biochemical, uHTS. Small ubiquitin-related modifier 1 (Homo sapiens), P63165. SUMO1 binding to a labelled peptide, TR-FRET, 1 h. inhibition, % at 20 µM. actives 0.33% (n = 360,000); in the data active = inhibition above about 37%
# Target sequence (P63165 whole entry, looked up): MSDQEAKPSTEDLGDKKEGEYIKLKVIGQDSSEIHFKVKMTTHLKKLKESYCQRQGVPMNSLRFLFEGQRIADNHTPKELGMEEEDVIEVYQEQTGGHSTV
# Tb MetRS inh = T. brucei MetRS inhibitors, primary screen, biochemical, luminescence; methionyl-tRNA synthetase (Trypanosoma brucei brucei); purified T. brucei MetRS, ATP depletion, Kinase-Glo luminescence; inhibition, % at 11.9 µM; actives 0.4% (n = 360,000); AID 624268, 2012;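 active = inhibition above a per-plate cutoff of the control wells' mean inhibition plus 3 SD, cut at about 5.5% in these data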;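 note: 0% = DMSO wells median and 100% = median of wells with control inhibitor compound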
#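 Material: parasite MetRS enzyme / Replication: singlicate, one well per compound / Signal: luminescence of leftover ATP / Schedule: 2 h aminoacylation at 25 °C after 15 min preincubation / Medium: HEPES-MgCl2-KCl buffer plus DTT, spermine, BSA, pyrophosphatase / Doses: 11.9 µM single point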
# SKN-1 inh = suppressors of acrylamide-induced Pgst-4::GFP reporter in worms, primary screen, SKN-1 inhibitor project, whole organism, uHTS, GFP/RFP fluorescence ratio, strain VP596 | C. elegans VP596 Pgst-4::GFP/RFP ratio, 24 h | inhibition, % at 21.8 µM | actives 0.49% (n = 360,000) | AID 624304, 2012;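 active = interference check ratio from 0.5 to 1.5 plus GFP to RFP signal ratio inhibition reaching or exceeding a fixed threshold, cut at about 30% in these data, passing the limit was not always enough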; note: some compounds called inactive have numbers as strong as hits
# STEP inh = STEP phosphatase inhibitors, primary screen, biochemical, fluorescence intensity, uHTS; Tyrosine-protein phosphatase non-receptor type 5 (Homo sapiens), P54829; actives 0.25% (n = 360,000); inhibition, % at 20 µM; recombinant STEP, OMFP fluorogenic substrate; AID 588621, 2011;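 active = inhibition at 20 µM, scaled per plate between control wells, above about 37%, limit read from the data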;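 note: 0% = DMSO with enzyme and substrate and 100% = substrate only without enzyme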
# Target sequence (P54829 whole entry, looked up): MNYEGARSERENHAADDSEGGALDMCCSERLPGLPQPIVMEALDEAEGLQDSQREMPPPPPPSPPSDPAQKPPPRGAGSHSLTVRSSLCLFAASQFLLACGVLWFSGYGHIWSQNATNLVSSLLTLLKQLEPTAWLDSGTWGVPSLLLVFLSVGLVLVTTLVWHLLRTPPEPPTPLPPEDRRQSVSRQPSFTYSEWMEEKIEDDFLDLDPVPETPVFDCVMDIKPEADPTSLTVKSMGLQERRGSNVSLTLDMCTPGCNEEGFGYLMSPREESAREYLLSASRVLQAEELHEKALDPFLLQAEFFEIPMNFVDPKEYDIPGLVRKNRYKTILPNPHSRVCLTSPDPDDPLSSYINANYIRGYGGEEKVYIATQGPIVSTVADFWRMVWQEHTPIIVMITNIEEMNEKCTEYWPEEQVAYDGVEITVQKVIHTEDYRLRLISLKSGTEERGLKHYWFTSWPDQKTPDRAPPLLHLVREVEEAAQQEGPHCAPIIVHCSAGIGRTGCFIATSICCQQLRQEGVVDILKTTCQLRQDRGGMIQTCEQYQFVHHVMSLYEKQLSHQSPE
#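 System: STEP phosphatase, cell-free reaction; Buffer or medium: Bis-Tris pH 6.0 buffer with DTT, detergent; Incubation: 20 min at room temperature, dark; Measured by: fluorescence, 480/540 nm.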
# LMPTP block = LMPTP phosphatase inhibitors, primary screen, biochemical, fluorescence intensity, uHTS | Low molecular weight phosphotyrosine protein phosphatase (Homo sapiens), P24666 | recombinant LMPTP-A, OMFP fluorogenic substrate | inhibition, % at 20 µM | actives 0.22% (n = 360,000);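 active = compounds that cut the enzyme signal by at least half of the control window in the single-dose screen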;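 note: plate controls were DMSO wells with enzyme plus substrate for no effect and substrate without enzyme for full effect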
# Target sequence (P24666 whole entry, looked up): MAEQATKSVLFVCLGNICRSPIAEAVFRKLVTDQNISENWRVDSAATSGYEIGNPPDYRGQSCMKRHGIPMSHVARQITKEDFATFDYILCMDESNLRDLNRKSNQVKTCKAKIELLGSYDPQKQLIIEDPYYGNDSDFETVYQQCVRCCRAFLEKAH
#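 Test system: LMPTP-A, protein tyrosine phosphatase of low molecular weight; Input: 0.625 nM enzyme; Incubation: 50 min dark incubation at room temperature; Signal: endpoint fluorescence intensity from OMFP dephosphorylation; Read-out basis: % inhibition versus control wells.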
# DNMT1 inh = human DNMT1 methyltransferase inhibitors, primary screen, biochemical, molecular beacon, fluorescence, HinP1I cleavage, uHTS | DNA (cytosine-5)-methyltransferase 1 (Homo sapiens), P26358 | inhibition (reported as % activation of signal), % at 10 µM | actives 0.83% (n = 360,000) | AID 588458, 2011; in the data active = inhibition above about 50%
# NadD block = inhibitors of S. aureus NadD, primary screen, biochemical, colorimetric, uHTS | Nicotinate-nucleotide adenylyltransferase NadD (Staphylococcus aureus N315) | purified NadD enzyme, colorimetric absorbance read-out | inhibition, % at 20 µM | actives 0.78% (n = 360,000) | AID 602399, 2012; in the data active = inhibition above about 26%; note: some compounds past the cut are filed as inactive
# Scp1 inh = Scp-1 phosphatase inhibitors, primary screen, biochemical, colorimetric, uHTS. Recombinant Scp1, phosphopeptide, malachite green phosphate absorbance. inhibition, % at 20 µM. actives 0.88% (n = 340,000);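 active = inhibition above about 50% at 20 µM, limit read from the data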;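 note: plate controls were DMSO wells with enzyme for no effect and wells lacking enzyme for full effect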
# Target sequence (Q9GZU7 76-261 limits assumed): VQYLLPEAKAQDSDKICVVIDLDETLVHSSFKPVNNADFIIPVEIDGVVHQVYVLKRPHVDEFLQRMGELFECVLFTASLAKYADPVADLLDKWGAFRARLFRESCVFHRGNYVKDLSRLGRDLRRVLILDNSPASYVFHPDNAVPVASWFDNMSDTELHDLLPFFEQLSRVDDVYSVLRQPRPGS
#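 Material – SCP-1 phosphatase catalytic domain, residues 76-261 · Buffer or medium – Acidic Tris acetate buffer with magnesium and detergent · Also added – Phospho 17-mer peptide substrate · Compound – single 20 µM dose, 1% DMSO · Times – 45 min room-temperature reaction, 5 min colour, 30 min stabiliser · Technique – Phosphate-binding colour reagent, absorbance read at 630 nm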
# CendR NRP1 mod = modulators of CendR peptide binding to NRP-1, primary screen, biochemical, fluorescence polarization, uHTS; actives 0.85% (n = 360,000); inhibition, % at 25 µM; AID 602438, 2012; Neuropilin-1 (Homo sapiens), O14786; FAM-RPARPAR peptide binding to NRP-1;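 active = inhibition or corrected inhibition above about 18%, plus a signal ratio from 0.5 to 1.5, limit read from the data, passing the limit was not always enough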; note: strong numbers were not always called active
# Starred values were filed as active, the others as inactive; i = inactive; · = no result given. Rows were taken by chance. Share with any hit: about 4.6%.
SMILES,Neddylation inh,SUMO1-SIM PPI,Tb MetRS inh,SKN-1 inh,STEP inh,LMPTP block,DNMT1 inh,NadD block,Scp1 inh,CendR NRP1 mod
CCOC(=O)c1c(NC(=O)CN2C(=O)NC3(CCCCC3C)C2=O)sc(C)c1C (stereo unspecified),i,1,-0.3,13,0,1.7,-1,-7,-3,-11
Cn1c(=O)c2c(-c3ccc(C(C)(C)C)cc3)n(CC3CCCO3)cc2n(C)c1=O (stereo unspecified),i,1,0.5,3,-3,-0.6,-5,1,-8,4
COc1cc2c(cc1OC)CN(CC(=O)NC(=O)NCc1ccccc1)CC2,·,-5,-0.8,-3,0,-1.6,-21,0,-2,8
CCC(C(=O)NCc1ccco1)N(C(=O)CNS(=O)(=O)c1ccc(C)cc1)c1ccccc1OC (stereo unspecified),i,-1,-0.7,2,-2,-0.5,2,-5,-7,7
Cc1ccccc1OCC(O)Cn1nnc2ccccc21 (stereo unspecified),i,1,-0.3,26,-1,-1.7,2,2,-9,-5
Cc1cccc(OCC2CCCN(Cc3nc(C4CC4)no3)C2)c1 (stereo unspecified),i,-5,-0.6,-5,-1,0.4,2,-6,-4,13
COc1cccc(C2=CC(c3cccc(OC)c3OC)n3nnnc3N2)c1 (stereo unspecified),i,-4,-0.1,-5,0,-2.7,0,0,-15,12
O=C(O)c1ccccc1S(=O)(=O)NCC(O)COC1CCCCC1 (stereo unspecified),i,0,-0.2,-2,-2,-1.8,5,1,2,-10
O=C(NCc1ccccc1Cl)C1(S(=O)(=O)c2ccc(Cl)cc2)CC1,i,3,-0.6,1,2,-0.3,1,-7,-12,2
CCCCn1c(Nc2ccc(OC)cc2)nc2ccccc21,i,-2,-0.4,17,2,20,1,-4,1,-2
O=C(/C=C/c1ccccc1)NNC(=O)c1ccco1,i,-2,-0.2,9,-2,-0.5,4,-2,-1,-1
Cc1cc(S(=O)(=O)N2CCCOC2CNC(=O)C(=O)NCCCN2CCOCC2)ccc1F (stereo unspecified),i,-2,-0.1,-10,-1,-3.7,-1,0,-8,7
CC(=O)Nc1ccccc1C(=O)C(=O)Nc1cccc(C(=O)NCc2ccccc2)c1,i,-16,-0.8,4,-2,-0.6,3,-1,12,4
O=S(=O)(c1cccc2cnccc12)N1CCNCC1,i,-3,-1.3,2,0,-0.9,1,-4,60*,-5
O=C1COc2ccc(OCc3ccc(F)cc3)cc21,i,-7,-0.5,34,-2,0.0,0,-6,1,7
O=C(COc1cccc2ccccc12)NCc1cccnc1,i,0,-0.4,1,-3,-0.1,0,4,-6,-6
CSc1ccc(CCNC(=O)CCc2nnc3ccc(N4CCC5(CC4)OCCO5)nn23)cc1,i,0,-0.5,2,-2,0.0,-1,1,5,-4
CC1CN(Cc2ccccc2)C(C)CC1O (stereo unspecified),i,0,-1.0,-6,-5,-1.3,-1,-14,-4,-6
O=C(O)C1CCN(S(=O)(=O)c2ccc(N3CCOCC3)c([N+](=O)[O-])c2)CC1,i,-9,-1.2,-8,2,-1.1,5,-3,3,-10
CC(C)(CNC(=O)c1cccs1)CNC(=O)c1cccs1,i,0,-0.1,4,-3,-1.7,-1,0,0,2
Cc1ccc2cccc(OCc3ccc(Br)cc3)c2n1,i,-1,0.3,3,0,3.0,-2,-4,-16,9
Cn1c(=O)c2c(nc(SCCN3CCOCC3)n2Cc2ccccc2)n(C)c1=O,i,3,0.1,-12,0,-1.5,2,-2,-12,20
CC12COC3(C(=O)Nc4cccnc4)CC1CCC32C (stereo unspecified),i,-1,-0.4,-13,6,-0.3,0,2,-8,13
CCOC(=O)C1(Cc2ccccc2C(F)(F)F)CCN(CC2CC2)CC1,i,-4,0.3,8,0,0.5,2,-11,-3,2

# Ordered by heavy-atom count (low to high): three of the compounds above
SMILES,Neddylation inh,SUMO1-SIM PPI,Tb MetRS inh,SKN-1 inh,STEP inh,LMPTP block,DNMT1 inh,NadD block,Scp1 inh,CendR NRP1 mod
O=C(O)C1CCN(S(=O)(=O)c2ccc(N3CCOCC3)c([N+](=O)[O-])c2)CC1,i,-9,-1.2,-8,2,-1.1,5,-3,3,-10
CCOC(=O)c1c(NC(=O)CN2C(=O)NC3(CCCCC3C)C2=O)sc(C)c1C (stereo unspecified),i,1,-0.3,13,0,1.7,-1,-7,-3,-11
CSc1ccc(CCNC(=O)CCc2nnc3ccc(N4CCC5(CC4)OCCO5)nn23)cc1,i,0,-0.5,2,-2,0.0,-1,1,5,-4

# The list continues.
SMILES,Neddylation inh,SUMO1-SIM PPI,Tb MetRS inh,SKN-1 inh,STEP inh,LMPTP block,DNMT1 inh,NadD block,Scp1 inh,CendR NRP1 mod
CN1CCN(c2ncnc3c2ncn3[C@H]2CN(Cc3ccc(F)cc3)C[C@@H](CO)O2)CC1,i,2,-0.2,-5,4,-1.2,1,-6,·,-6
CC(C)C(=O)N(Cc1cc2ccccc2[nH]c1=O)C(C)C,i,-1,0.7,3,0,-0.3,2,0,-2,2
Cc1c(NC(N)=O)c(=O)n(-c2ccccc2)n1C,i,-3,-0.9,5,-2,-2.9,1,-7,-10,-1
COc1ccc(C(=O)NC(C(=O)NCCc2ccc3c(c2)OCCO3)C(C)C)cc1 (stereo unspecified),i,-1,-1.0,-4,-2,1.1,9,-2,2,3
Nc1cc(=O)[nH]c(SCC(=O)Nc2ccc(Cl)c(Cl)c2)n1,i,3,1.7,-6,0,-1.0,-1,-1,-6,-2
CCOC(=O)C1=C(C)NC(=S)N(C=O)C1c1ccccc1 (stereo unspecified),i,-1,-1.0,4,-2,0.5,0,1,3,-4
Cc1cc(C)c(S(=O)(=O)NC2CC3CCC2C3)c(C)c1 (stereo unspecified),i,0,-0.2,9,0,1.7,0,3,8,4
COCCC(=O)NNS(=O)(=O)c1ccc(Cl)cc1,i,2,-0.2,3,-2,-0.1,0,-1,-4,0
O=C(COc1cccc2cccnc12)N/N=C1\SCC(=O)N1Cc1ccco1,i,1,-0.6,-9,2,0.0,3,6,21,5
CN1CCSc2ccc(C(=O)NCc3cccc(Br)c3)cc21,i,4,5.7*,-4,0,0.3,-3,-1,-11,-10
COc1ccccc1N/C(N)=N/c1nc(C)cc(C)n1,i,-3,-0.1,-1,-2,-1.5,-5,-10,-4,-10
CCCCNS(=O)(=O)c1ccc2nc(SCC(=O)Nc3ccccc3Cl)[nH]c2c1,i,20,0.4,6,-2,1.6,-5,1,-3,-2

# Arranged by heavy-atom count (descending): part of the list above.
SMILES,Neddylation inh,SUMO1-SIM PPI,Tb MetRS inh,SKN-1 inh,STEP inh,LMPTP block,DNMT1 inh,NadD block,Scp1 inh,CendR NRP1 mod
CN1CCN(c2ncnc3c2ncn3[C@H]2CN(Cc3ccc(F)cc3)C[C@@H](CO)O2)CC1,i,2,-0.2,-5,4,-1.2,1,-6,·,-6
COc1ccc(C(=O)NC(C(=O)NCCc2ccc3c(c2)OCCO3)C(C)C)cc1 (stereo unspecified),i,-1,-1.0,-4,-2,1.1,9,-2,2,3
CCCCNS(=O)(=O)c1ccc2nc(SCC(=O)Nc3ccccc3Cl)[nH]c2c1,i,20,0.4,6,-2,1.6,-5,1,-3,-2
O=C(COc1cccc2cccnc12)N/N=C1\SCC(=O)N1Cc1ccco1,i,1,-0.6,-9,2,0.0,3,6,21,5
CCOC(=O)C1(Cc2ccccc2C(F)(F)F)CCN(CC2CC2)CC1,i,-4,0.3,8,0,0.5,2,-11,-3,2
CN1CCSc2ccc(C(=O)NCc3cccc(Br)c3)cc21,i,4,5.7*,-4,0,0.3,-3,-1,-11,-10
CC(C)C(=O)N(Cc1cc2ccccc2[nH]c1=O)C(C)C,i,-1,0.7,3,0,-0.3,2,0,-2,2
COc1ccccc1N/C(N)=N/c1nc(C)cc(C)n1,i,-3,-0.1,-1,-2,-1.5,-5,-10,-4,-10
COCCC(=O)NNS(=O)(=O)c1ccc(Cl)cc1,i,2,-0.2,3,-2,-0.1,0,-1,-4,0

# More structures follow:
SMILES,Neddylation inh,SUMO1-SIM PPI,Tb MetRS inh,SKN-1 inh,STEP inh,LMPTP block,DNMT1 inh,NadD block,Scp1 inh,CendR NRP1 mod
O=C(COc1ccc(-n2cnnn2)cc1)Nc1ccc(F)cc1,i,1,-0.4,-10,-2,-1.1,-4,-1,-3,-1
Cc1noc2ncnc(Oc3ccc(C(C)(C)C)cc3)c12,i,4,0.0,6,3,-0.8,0,2,-10,2
COc1cccc(C(=O)CC(=O)C(=O)Nc2ccc([N+](=O)[O-])cc2C)c1,i,-17,-1.1,17,2,0.6,3,3,-10,5
CCc1cc2c(=O)c(-c3nc4ccccc4n3C)coc2c(CN2CCOCC2)c1O,·,1,-0.2,10,3,-1.0,-4,1,-8,0
Cc1ccc(-n2nc3c(=O)n(CCCC(=O)N4CCC(C)CC4)nc(C)c3c2C)cc1,i,7,0.1,10,-1,-2.1,-2,6,-3,15
CCN(CC)C(=O)N1CCN(c2c([N+](=O)[O-])c(=O)oc3ccccc23)CC1,i,1,-0.3,5,-1,-0.6,0,-4,-10,-7
Cc1cccnc1CCNC(=O)CCc1nnc(CCc2ccccc2)o1,i,-1,-0.3,-13,-2,-1.6,2,-8,-3,-8
Cc1ccc(CNC(=O)C23CN(Cc4ccccc4)CC2C(c2cccc([N+](=O)[O-])c2)=NO3)cc1 (stereo unspecified),i,-17,-0.2,3,2,2.1,0,6,-6,14
CC(C)c1ccc(/C=C/C(=O)N2CCOCC2)cc1,i,3,1.6,-5,2,0.1,0,-2,-5,-1
O=C1CCCCc2sc(Br)c([N+](=O)[O-])c2N1,i,1,-0.6,0,1,-0.6,12,-5,15,7
CSc1nsc(SCc2ccc(F)cc2)n1,i,2,-0.5,60*,4,2.2,2,-12,-13,-2
CCCCOc1cccc(C(=O)NC(=S)Nc2cccc(NC(=O)c3ccccc3Cl)c2)c1,i,0,-0.6,7,1,4.1,-1,6,-13,6
O=C(N/N=C/C=C/c1ccccc1)C1CC1c1ccccc1 (stereo unspecified),i,-11,0.7,0,0,0.0,-5,6,-10,6
